KB-V1 cytotox: kills drug-selected multidrug resistant KB-V1 cells; KB-V1 MDR cells viability, CellTiter-Glo, 72 h; 400,000 compounds, 3.4% hits; Potency, µM (highest dose often 46.1 µM), for the others: at the highest dose activity change, negative = cytotoxicity, usual class: cytotoxic; AID 1347076; note: potency is the fitted concentration of half-maximal effect; % is set by controls: 0 for no effect and ±100 for the full control effect; nearly all actives have a fitted effect of over 60% in size
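KB-V1 MDR subline cells in DMEM (phenol-red free, 10% FBS) exposed to compounds in qHTS concentration series for 72 h at 37 degrees C. Viability read by CellTiter-Glo luminescence; concentration-effect curves fitted after normalization and correction.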
GLP-1R inv ag: GLP-1 receptor (human) inverse agonism; P43220; HEK293 GLP-1R CRE-luciferase, luminescence, 24 h; GLP-1R form is constitutively active; Potency, µM (titrated, usually from 38.3 µM), for inactives: at the top dose activity change, negative = inhibition, hits mostly inhibitors; 410,000 compounds, 1.6% hits; AID 624417; note: potency is the fitted concentration of half-maximal effect; % is set by controls: 0 for no effect and ±100 for the full control effect; nearly all actives have a fitted effect of over 55% in size
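Constitutively active GLP-1R drives a cAMP-responsive luciferase in stably transfected HEK293 cells; test compounds are added after overnight (12 h) attachment and left 24 hr, and signal loss in luminescence marks inhibition.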
GLP1R ag: activates the human GLP-1 receptor. 380,000 compounds, 0.007% hits. HEK293 GLP-1R CRE-luciferase, luminescence, 4-6 h; cells express a hypersensitive GLP-1R form. Potency, µM (top dose mostly 45.6 µM), for inactives: at the highest dose activation, usual class: activators; note: potency is the fitted concentration of half-maximal effect; % of control where 0% means no effect
D3 antag: antagonists of human D3 dopamine receptor | AID 652054 | P35462 | max response, negative = inhibition, % | D3R cells, DiscoveRx beta-arrestin luminescence, antagonist mode; hits give low values | 360,000 compounds, 2.5% hits; in the data active = max response below about -50%; inconclusive = no clear call, values can overlap the other calls; note: % is set by controls: 0 for no effect and ±100 for the full control effect; mostly tested at two doses, the higher about 12 µM
Target sequence (P35462 whole entry, looked up): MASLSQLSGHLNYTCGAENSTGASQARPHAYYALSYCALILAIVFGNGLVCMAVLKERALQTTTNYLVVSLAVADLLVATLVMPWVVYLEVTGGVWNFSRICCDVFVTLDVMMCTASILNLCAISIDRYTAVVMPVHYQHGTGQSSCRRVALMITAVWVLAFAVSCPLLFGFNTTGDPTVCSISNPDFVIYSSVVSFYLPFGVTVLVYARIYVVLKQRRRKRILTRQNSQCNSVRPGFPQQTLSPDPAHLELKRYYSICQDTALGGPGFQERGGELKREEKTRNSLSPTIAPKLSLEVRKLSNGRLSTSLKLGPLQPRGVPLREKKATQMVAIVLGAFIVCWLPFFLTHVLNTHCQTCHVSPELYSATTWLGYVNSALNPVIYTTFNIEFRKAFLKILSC
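Cells plated overnight at 1500 cells/well, then exposed to library compounds with dopamine controls for 90 minutes at 37 degrees C. DiscoveRx reagent added for 30–60 minutes at room temperature; luminescence read, quantitative HTS format.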
TDP43 rescue: TDP-43 toxicity inhibition in yeast; AID 652104; TDP-43 expressing yeast growth rescue, BacTiter-Glo, 24 h; Potency, µM (highest dose often 46.1 µM), for inactives: top-dose growth rescue (activation), usual class: activators; 410,000 compounds, 1.8% hits; note: potency is the fitted concentration of half-maximal effect; % of control where 0% means no effect; nearly all actives have a fitted effect of over 50% in size
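Luminescence from BacTiter-Glo reports growth of TDP-43-expressing yeast after 24 hr at 30 deg C with compound. Cells were raffinose-pregrown to mid-log, then seeded in galactose medium at OD600=0.02.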
GLP1R cytotox: cytotoxicity in counter-screen for GLP-1R inverse agonists; HEK293 cAMP-luciferase reporter cells, luminescence, 24 h; Potency, µM (highest dose often 38.3 µM), for the others: top-dose activity change, negative = inhibition, hits mostly inhibitors; 410,000 compounds, 0.13% hits;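 note: loss of luciferase light is scored as toxicity; potency is the fitted concentration of half-maximal effect; % is set by controls: 0 for no effect and ±100 for the full control effect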
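A 23 nL compound transfer followed 12 hours of cell culture at 37 deg C; exposure then lasted 24 hr. Luciferase assay detection reagent was dispensed and plates read for luminescence after a 12 min room-temperature wait.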
DRD3 agonist: activates the human D3 dopamine receptor; P35462; D3R DiscoveRx beta-arrestin cells, luminescence, 90 min; max activation, %; 410,000 compounds, 0.58% hits; AID 652048; in the data active = max activation above about 30%; note: 0% is about no effect; mostly tested at two doses, the higher about 12 µM
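Agonist mode: compounds and dopamine controls were applied to plated cells for 90 min at 37 degrees C after an overnight attachment at 1500 cells/well. Luminescent read-out followed 30 - 60 minutes at room temperature with DiscoveRx detection reagent.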
aSyn yeast inh: rescues yeast growth from alpha-synuclein toxicity. Potency, µM (top dose mostly 46.1 µM), for inactives: at the highest dose growth rescue (activation), usual class: activators. 370,000 compounds, 0.14% hits. Yeast expressing alpha-synuclein, growth rescue, BacTiter-Glo, 24 h; note: potency is the fitted concentration of half-maximal effect; % of control where 0% means no effect; nearly all actives have a fitted effect of over 65% in size
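Galactose-induced alpha-syn yeast (OD600=0.02, raffinose-pregrown) + pinned cpd, 24 hr, 30 deg C; growth by BacTiter-Glo luminescence. Growth restoration scores as activation.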
PTHR1 ag: activates the human parathyroid hormone receptor PTHR1; Q03431; HEK293 GP2 PTHR1 cells, GloSensor cAMP luminescence, 1 h; Potency, µM (titrated, usually from 115 µM), for the others: at the highest dose activation, hits mostly activators; 410,000 compounds, 0.075% hits; note: potency is the fitted concentration of half-maximal effect; nearly all actives have a fitted effect of over 55% in size; some results filed as inactive show a strong effect at the top dose; inactives centre near -15; many of its hits are not listed in these tables
Target sequence (Q03431 whole entry, looked up): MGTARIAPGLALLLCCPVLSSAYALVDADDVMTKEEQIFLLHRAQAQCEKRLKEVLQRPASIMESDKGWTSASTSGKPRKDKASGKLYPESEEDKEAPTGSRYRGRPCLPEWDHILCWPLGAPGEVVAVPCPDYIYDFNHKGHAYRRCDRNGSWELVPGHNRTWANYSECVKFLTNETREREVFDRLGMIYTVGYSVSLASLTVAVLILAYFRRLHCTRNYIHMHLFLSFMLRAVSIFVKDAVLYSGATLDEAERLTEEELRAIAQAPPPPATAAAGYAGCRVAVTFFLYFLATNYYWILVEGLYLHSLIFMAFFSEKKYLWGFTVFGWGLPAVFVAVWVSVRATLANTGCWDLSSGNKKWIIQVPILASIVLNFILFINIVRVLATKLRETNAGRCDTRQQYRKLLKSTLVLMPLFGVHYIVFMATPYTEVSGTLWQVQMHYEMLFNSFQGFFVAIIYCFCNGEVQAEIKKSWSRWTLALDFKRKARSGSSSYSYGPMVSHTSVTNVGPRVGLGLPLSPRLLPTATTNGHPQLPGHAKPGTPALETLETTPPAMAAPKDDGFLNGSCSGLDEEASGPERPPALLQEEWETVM
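HEK-293-derived GP2 cells expressing PTHR1 and a GloSensor cAMP reporter, 3,000/well, plated overnight, given luciferin plus IBMX (each 0.5 mM as added) for 1 h at 37 °C, then compound for 1 h at 37 °C. Luminescence was read after 15 min at room temperature.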
The depositor's hits bear a star; i = inactive; ? = inconclusive; . = not tested or not shown; [ ] = remark or other dose. Unless noted, calls come from the whole dose curve; as a rule, active = well fitted curve in the direction sought with a large enough effect; inconclusive = small, poorly fitted or top-dose-only effect, or another doubt; inactive = no such curve, though single readings can be large; an effect the other way counts as inactive or inconclusive. These rows are one share of the data; the hit share may differ from the screen's.

Abbreviations: A = KB-V1 cytotox; B = GLP-1R inv ag; C = GLP1R ag; D = D3 antag; E = TDP43 rescue; F = GLP1R cytotox; G = DRD3 agonist; H = aSyn yeast inh; I = PTHR1 ag
Structure: O=C(NCc1ccccc1)C1=C[C@H](C2CC2)C[C@H](OCCCCO)O1
  A: 14%; B: 11%; C: -6%; D: 0; E: 12%; F: 6%; G: -7; H: 4%; I: i
Structure: Cc1cc(C)cc(NC(=O)CN2CCN(c3ncccn3)CC2)c1
  A: ?; B: 6%; C: 8%; D: -15; E: 0%; F: 1%; G: -25; H: 0%; I: ?
Structure: O=C(Nc1ccccc1Cl)O/N=C/c1ccncc1
  A: 3%; B: 0%; C: -2%; D: -18; E: -9%; F: -10%; G: -3; H: -6%; I: -9%[57.5 µM]
Structure: O=C(c1cccc2cccc(O)c12)N1CCCCC1
  A: 9%; B: 6%; C: -6%; D: -22; E: -29%; F: 2%; G: 1; H: 1%; I: i
Structure: COC(=O)c1cc(NC(=O)c2cc3sccc3n2Cc2ccc(Cl)cc2)cc(C(=O)OC)c1
  A: 0%; B: 18%; C: 0%; D: .; E: 8%; F: 2%; G: -12; H: .; I: -42%[inhibitor]
Structure: COc1cc(C2C(c3ccccc3)C(c3cc(OC)cc(=O)o3)C2c2ccccc2)oc(=O)c1 (stereo not given)
  A: 6.5µM*; B: ?; C: 12%; D: 5; E: 4%; F: -16%; G: -11; H: 2%; I: -33%[inhibitor]
Structure: N[C@@H](Cc1ccccc1)C(=O)N1CCOCC1
  A: ?; B: 9%; C: -6%; D: -11; E: 8%; F: 2%; G: 9; H: 6%; I: i
Structure: O=c1c(-c2ccccc2)cnc2n1CCS2
  A: ?; B: 1%; C: 1%; D: 5; E: 8%; F: -1%; G: -8; H: -1%; I: i
Structure: Cc1ccc(NC(=O)CSc2ncccc2C(=O)Oc2cccc([N+](=O)[O-])c2)cc1Cl
  A: -7%; B: 19%; C: 0%; D: 3; E: -4%; F: -8%; G: -3; H: 0%; I: -18%
Structure: COc1ccc2c(C)c(CCC(=O)NCCc3ccc(OC)c(OC)c3)c(=O)oc2c1
  A: 0%; B: -15%; C: .; D: .; E: 23%; F: -15%; G: 7; H: .; I: i
Structure: O=c1c2ccccc2ncn1CCOCCOc1ccc([N+](=O)[O-])cc1
  A: 0%; B: -15%; C: -12%; D: -4; E: 10%; F: -6%; G: 2; H: 1%; I: -3%
Structure: CCn1c(/C=C/Nc2ccccc2)[n+](CC)c2ccc(C(=O)OCC(F)(F)F)cc21
  A: 21%; B: 1%; C: -3%; D: 0; E: 8%; F: -10%; G: -25; H: 6%; I: i
Structure: COc1ccc(C2NN=C(c3ccc(C)cc3)S2)cc1OC (stereo not given)
  A: -18%; B: 12%; C: 14%; D: 7; E: 19%; F: 8%; G: 4; H: 7%; I: -35%[inhibitor]
Structure: O=C(Nc1c(C(=O)N2CCCCC2)cnn1-c1ccccc1)c1ccccc1F
  A: 10%; B: 9%; C: -1%; D: 2; E: -8%; F: -13%; G: 7; H: -2%; I: i
Structure: O=C(Nc1ccccc1C(=O)NCc1ccccc1)c1ccco1
  A: ?; B: ?; C: 8%; D: 2; E: ?; F: -9%; G: 1; H: -5%; I: i
Structure: Cc1noc(C)c1S(=O)(=O)NC1CCN(Cc2ccccc2)CC1
  A: 30%; B: -21%; C: 0%; D: 23; E: 18%; F: -1%; G: 2; H: 1%; I: -20%
Structure: O=[N+]([O-])c1ccc2[nH]ncc2c1
  A: -4%; B: 6%; C: 2%; D: 11; E: 10%; F: 2%; G: 0; H: 2%; I: -23%
Structure: CC(C)c1ccc(CN(C)CC(O)c2ccccc2)cc1 (stereo not given)
  A: -11%; B: 2%; C: 5%; D: -15; E: -21%; F: 15%; G: 4; H: -5%; I: i
Structure: O=C(Cc1ccc(Cl)c(Cl)c1)N/N=C/c1cccnc1
  A: -9%; B: -16%; C: -1%; D: 6; E: 15%; F: -1%; G: 6; H: 7%; I: i
Structure: CCOC(=O)C1(Cc2ccccc2C)CCCN(C(=O)c2ccccn2)C1 (stereo not given)
  A: -14%; B: 25%; C: 19%; D: 4; E: -19%[0.397 µM]; F: -6%; G: 1; H: 2%; I: 0%
Structure: O=C(O)c1cnn2c1C(=O)N(Cc1cccs1)CC2
  A: ?; B: -14%[7.66 µM]; C: -1%; D: 5; E: -6%[9.22 µM]; F: -8%[7.66 µM]; G: 7; H: -5%; I: i
Structure: CCCCS(=O)(=O)N1CCC(C(=O)NCC2CCCO2)CC1 (stereo not given)
  A: -19%; B: 1%; C: 2%; D: -5; E: -15%; F: -1%; G: -9; H: -8%; I: -6%
Structure: CCCCc1cc(=O)oc2cc(OCC(=O)NCc3ccccn3)ccc12
  A: 2%; B: 1%; C: 6%; D: 18; E: -5%; F: -8%; G: 4; H: 1%; I: i
Structure: CCOc1cc(NC(=S)NCCCN2CCOCC2)c(OCC)cc1NC(=O)c1ccc(C)cc1
  A: 7%; B: 17%; C: 5%; D: -3; E: -6%[9.22 µM]; F: -11%; G: -5; H: 1%; I: i
Structure: Cc1cccc(OCC(=O)N2CCN(C(=O)c3ccc([N+](=O)[O-])cc3)CC2)c1
  A: -17%; B: 8%; C: 0%; D: -12; E: -9%; F: 21%; G: 0; H: 7%; I: -12%

(cont.)
Abbreviations: A = KB-V1 cytotox; B = GLP-1R inv ag; C = GLP1R ag; D = D3 antag; E = TDP43 rescue; F = GLP1R cytotox; G = DRD3 agonist; H = aSyn yeast inh; I = PTHR1 ag
Structure: O=C1OCC(CC2=C(O)C(=O)OC2)=C1O
  A: 24%; B: 9%; C: -1%; D: -13; E: -12%; F: -2%; G: 1; H: -5%; I: -18%
Structure: COc1ccc(CCNC(=O)CN2C(=O)NC3(CCCCC3C)C2=O)cc1 (stereo not given)
  A: 3%; B: -2%; C: 7%; D: 2; E: -8%; F: -7%; G: 1; H: 3%; I: -3%
Structure: COc1cc2nc(N(C)C)nc(N)c2cc1OC
  A: 0%; B: ?; C: -11%; D: 0; E: 10%; F: ?; G: -6; H: -3%; I: i
Structure: COc1cc(/C=C/C(=O)N(C)CC(=O)Nc2ccccc2SC)cc(OC)c1OC
  A: 13µM*; B: 9%; C: 15%; D: -25; E: 14%; F: -5%; G: -6; H: -2%; I: -8%
Structure: Nc1c(-c2n[nH]c(=S)n2-c2ccc(Cl)cc2Cl)cnn1-c1ccccc1
  A: 21%; B: -15%; C: -1%; D: -26; E: -23%; F: -15%; G: -5; H: -5%; I: i
Structure: CCOC(=O)c1c(S(=O)(=O)N2CCCC(C(=O)NCc3ccc(Cl)cc3)C2)c(C)n(C)c1C (stereo not given)
  A: 13%; B: 1%; C: .; D: .; E: 11%; F: 9%; G: -18; H: .; I: i
Structure: O=C(Nn1cnc2ccccc2c1=O)c1c(F)cccc1F
  A: -10%; B: 9%; C: -3%; D: 4; E: -2%; F: 25%; G: 0; H: -4%; I: i
Structure: O=C1CCCCC/C1=N/Nc1ccc(OCc2ccccc2)cc1
  A: 5%; B: ?; C: -8%; D: -17; E: ?; F: ?; G: -14; H: 30%; I: -2%
Structure: COc1ccc(NC(=O)C(CC(C)C)NC(=O)C2CCC(C)CC2)c(OC)c1 (stereo not given)
  A: 5%; B: -7%; C: 4%; D: 2; E: -5%; F: 2%; G: -6; H: -3%; I: 1%
Structure: CC(=O)c1cccc(OCc2cc(C(=O)NCCC3=CCCCC3)no2)c1
  A: -2%; B: ?; C: 18%; D: 1; E: 30%; F: -4%; G: -2; H: 1%; I: -5%
Structure: CCS(=O)(=O)c1ccc2oc(Nc3ccccc3Br)nc2c1
  A: -25%; B: ?; C: 17%; D: -4; E: -25%; F: -13%; G: -13; H: -6%; I: -29%
Structure: CCCc1cc(=O)[nH]c(Nc2cccc(Cl)c2Cl)n1
  A: 0%; B: ?; C: .; D: .; E: 4%; F: 2%; G: -20; H: .; I: -24%
Structure: CCOC(=O)C(CC)Sc1nc(N)c(NC(=O)c2ccc(OC)c(OC)c2)c(=O)[nH]1 (stereo not given)
  A: 2%; B: -10%; C: -5%; D: 4; E: 0%; F: -31%; G: 3; H: -7%; I: i
Structure: COc1ccc(C)cc1NC(=O)C(=O)NNC(=O)c1ccco1
  A: 0%; B: 9%; C: -7%; D: 9; E: 12%; F: 0%; G: 1; H: 6%; I: i
Structure: CC1CC(C)CN(c2ccc([N+](=O)[O-])nc2)C1 (stereo not given)
  A: ?; B: 9%; C: 17%; D: -6; E: ?; F: -14%; G: 1; H: 3%; I: -11%
Structure: O=C(CSc1nc2ncccc2[nH]1)NC1CCCCC1
  A: 10%; B: 1%; C: 24%; D: 7; E: -7%; F: -2%; G: 0; H: -6%; I: i
Structure: Cc1ccc(NC(=O)CCSc2nc(-c3ccc4c(c3)OCO4)cc(C(F)(F)F)n2)c(C)c1
  A: -16%; B: -8%; C: -8%; D: .; E: -2%; F: 0%; G: 56*; H: -1%; I: -1%
Structure: COc1cccc(CSc2nc3n(n2)C(CC(C)C)C(C(=O)Nc2ccccc2C)=C(C)N3)c1 (stereo not given)
  A: 2%; B: 13%; C: .; D: .; E: 19%; F: 21%; G: -8; H: .; I: -2%
Structure: COc1cc(CNc2ccc3[nH]c(=O)[nH]c3c2)ccc1OCc1ccc(C)cc1
  A: 0%; B: 3%; C: 28%; D: 15; E: -1%; F: -19%; G: 10; H: 1%; I: -19%

Source: PubChem (National Center for Advancing Translational Sciences (NCATS))
